# Compound activity from PubChem BioAssay.
# NOD2-RIPK2 inh: NOD2-RIPK2 protein interaction inhibition | 0.38% of 360,000 active | AID 624267 | inhibition, % at 4.98 µM | O43353 | CHO BLA complementation NOD2-RIPK2, CCF4 ratio; in the data active means inhibition above about 21%;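 further: 0% = vehicle only and 100% = reference blocker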
# ABHD5-PLIN5 inh: inhibitors of human ABHD5-perilipin-5 interaction; 0.78% of 360,000 active; Split G. princeps luciferase complementation, luminescence, 4 h; inhibition, % at 4 µM; Q00G26+Q8WTS1;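 active means inhibition above the mean inhibition across every tested compound plus 3 SD, cut at about 22% in these data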;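 further: 0% = DMSO only wells and the 100% control is not disclosed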
# Target sequence (Q00G26 whole entry, looked up): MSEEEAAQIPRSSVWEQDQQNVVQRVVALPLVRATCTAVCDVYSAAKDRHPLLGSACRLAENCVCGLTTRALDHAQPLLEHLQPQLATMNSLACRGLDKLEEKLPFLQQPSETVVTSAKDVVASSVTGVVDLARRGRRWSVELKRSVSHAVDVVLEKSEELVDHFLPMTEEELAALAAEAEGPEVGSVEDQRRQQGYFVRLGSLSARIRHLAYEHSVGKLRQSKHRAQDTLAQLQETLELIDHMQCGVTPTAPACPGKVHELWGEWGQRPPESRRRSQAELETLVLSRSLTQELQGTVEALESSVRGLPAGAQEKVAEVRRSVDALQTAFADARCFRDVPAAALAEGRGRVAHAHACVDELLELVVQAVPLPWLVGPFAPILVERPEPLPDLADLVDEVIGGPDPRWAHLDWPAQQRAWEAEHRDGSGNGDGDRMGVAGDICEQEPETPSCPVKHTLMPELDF
# Target sequence (Q8WTS1 whole entry, looked up): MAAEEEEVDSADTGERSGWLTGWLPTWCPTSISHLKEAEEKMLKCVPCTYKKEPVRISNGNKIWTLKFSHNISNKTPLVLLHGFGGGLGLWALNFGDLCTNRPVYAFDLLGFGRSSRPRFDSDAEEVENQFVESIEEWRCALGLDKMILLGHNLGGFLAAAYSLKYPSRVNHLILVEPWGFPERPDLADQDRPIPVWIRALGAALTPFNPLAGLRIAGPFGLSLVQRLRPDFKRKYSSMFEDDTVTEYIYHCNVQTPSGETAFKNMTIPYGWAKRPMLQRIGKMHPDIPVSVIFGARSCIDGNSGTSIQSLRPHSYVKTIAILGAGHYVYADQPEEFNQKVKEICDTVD
# TLR9-MyD88 inh: blocks human TLR9 binding to MyD88 | CHO BLA complementation TLR9-MyD88, CCF4 FRET ratio | inhibition, % at 4.98 µM | 0.21% of 340,000 active | AID 504734;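 active means inhibition above the mean over all tested compounds plus 3 SD, cut at about 21% in these data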;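 further: 0% = DMSO only wells and 100% = clavulanate BLA inhibitor control wells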
# MC4R barr agon: activates human MC4R beta-arrestin recruitment; activation, % at 8.9 µM; U2OS MC4R beta-arrestin complementation, luminescence; percent of melanotan II response, DMSO zero; 0.98% of 360,000 active; AID 540308; P32245;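 active means activation above a per-plate cutoff, the mean activation of sample wells on that plate plus 3 SD, cut at about 8% in these data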
# aDG glyco up: alpha-DG glycosylation activation | Pro5-aDG cells, alpha-DG glycosylation AlphaScreen (IIH6); 0% Pro5, 100% B10-LARGE cell signal | activation, % at 10 µM | 0.22% of 360,000 active | AID 624168;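 active means activation of at least 8% versus controls, or a plate z-score of at least 8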;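 further: Pro5 are CHO cells carrying HIG-tagged alpha-DG that lacks glycosylation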
# Glyco luc inh: N-linked glycosylation inhibition; D54 ERlucT glycosylation luciferase reporter, 24 h; percent of 100 nM tunicamycin response; reporter increase, % at 12.5 µM; 0.23% of 360,000 active; AID 588692;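 active means mean luciferase reporter signal, scaled so untreated is 0 and the glycosylation-blocking control 100, at or above a set limit in every replicate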;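 further: luciferase carries N-glycosylation sites so blocking glycosylation raises the light; 0% = median of neutral control wells and 100% = median of 100 nM tunicamycin wells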
# MC4R antag cAMP: antagonists of human melanocortin 4 receptor (MC4R); P32245; MC4R-expressing cells, MTII-stimulated cAMP, LANCE TR-FRET; inhibition, % at 6.5 µM; 0.48% of 360,000 active;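 active means inhibition above its plate's cutoff, the mean of tested wells on that plate plus 3 SD, cut at about 29% in these data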;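 further: 0% = Melanotan II alone and 100% = Melanotan II plus saturating MCL0020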
#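 system = U2OS cells with stable human MC4R expression | also added = Melanotan II challenge after compound preincubation | dosing = one concentration, 6.5 µM nominal | incubation = compound 30 min, challenge 1 h, detection 1 h | measured by = TR-FRET with Eu-cAMP and labeled anti-cAMP, 671 nm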
# ABCB6 inh 2: human ABCB6 transporter inhibition | 0.19% of 360,000 active | fluorescence ratio to DMSO, % at 10 µM | K562-ABCB6 porphyrin accumulation, flow cytometry, 1 h; stronger effect = lower value;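 active means fluorescence ratio to DMSO below 75%, the collection mean minus 3 SD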;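 further: signal is porphyrin accumulated inside mitochondria; 100% equals median channel fluorescence of DMSO control wells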
# Vif imaging: inhibitors of HIV Vif; inhibition, % at 7.49 µM; 0.35% of 340,000 active; HEK293T cells, Vif self-association by quenched fluorescence, imaging, 24 h; in the data active means inhibition above about 50%, passing the limit was not always enough; further: some results filed as inactive read as strong as hits
# Granule exo inh: blocks lytic granule exocytosis. 0.66% of 360,000 active. inhibition, % at 10 µM. TALL-104 LAMP-1 surface exposure, flow cytometry; cells stimulated with thapsigargin and PMA;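 active means inhibition above about 55%, limit read from the data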
# An asterisk follows results filed as active; · = no result given. Some of the compounds tested; the hit share may differ from the screen's.
1. COc1ccc(OCCSc2nc3ccccc3n2CC(=O)O)cc1
2. CCC(=O)N(Cc1ccco1)c1nc(C(=O)Nc2ccc(Cl)cc2)c(C)s1
3. COc1ccc(NS(=O)(=O)c2ccc3c(c2)NC(=O)CC(=O)N3)cc1OC
4. CCCCN1CC(N2CCCCC2)CS1(=O)=O (stereo not given)
5. COc1ccc(CCC(=O)Nc2ccc(C(=O)c3ccncc3)cc2)cc1
6. O=C(c1ccc(Cn2cc([N+](=O)[O-])cn2)o1)N1CCCCCC1
7. CCOc1ccc(-c2nnn(CC(=O)N3CCCC3)n2)cc1OCC
8. O=C(Nc1cccc(F)c1)c1ccc(-n2cncn2)c2ccoc12
entry no.	1	2	3	4	5	6	7	8
NOD2-RIPK2 inh	-1	-5	1	-10	-3	-11	-9	-18
ABHD5-PLIN5 inh	1	11	12	8	2	0	-2	3
TLR9-MyD88 inh	3	-5	-2	·	1	7	-9	·
MC4R barr agon	1.0	-1.3	-2.1	·	-1.3	-1.8	-2.6	0.1
aDG glyco up	-0.2	0.2	-0.3	0.0	0.1	-0.1	0.0	0.6
Glyco luc inh	2	-1	-2	1	-2	1	1	-13
MC4R antag cAMP	-1	3	2	·	-1	5	-1	-2
ABCB6 inh 2	93	107	97	96	95	102	94	89
Vif imaging	·	3	7	·	2	-1	17	1
Granule exo inh	1	-4	-1	0	0	-3	0	3

9. CCCCNC(=O)CSc1nc2n[nH]c(C)c2c(=N)n1-c1cccc(Cl)c1C
10. CC1(C)Cc2cccc(OCC(=O)OCC(=O)NCc3ccccc3)c2O1
11. COC(=O)C1(C)CN(S(=O)(=O)c2ccc(C)cc2)c2cc(OC)ccc2C1=O (stereo not given)
12. C=C(C)c1cccc(C(C)(C)NC(=O)N2CCCC2)c1
13. CC1CCCN(S(=O)(=O)c2ccc(NC(=O)CCN3C(=O)c4ccccc4C3=O)cc2)C1 (stereo not given)
14. COc1cc(F)ccc1-c1cc(C(=O)NCc2cccc(Cl)c2)[nH]n1
15. CCCCNc1c(-c2ccccn2)nc2nc(C)cc(C)n12
16. CCOc1ccc(NC(=O)N2CCCC2C(=O)NCc2ccco2)cc1 (stereo not given)
entry no.	9	10	11	12	13	14	15	16
NOD2-RIPK2 inh	-2	-7	-6	4	-6	-2	-7	-9
ABHD5-PLIN5 inh	0	-6	-8	-8	-7	-4	-4	-5
TLR9-MyD88 inh	-2	4	-16	3	1	·	·	-7
MC4R barr agon	-1.6	-0.7	-1.2	-1.4	-1.3	3.5	·	-0.9
aDG glyco up	0.3	-0.4	0.3	1.6	0.2	0.1	0.1	0.1
Glyco luc inh	5	3	-3	2	3	1	·	0
MC4R antag cAMP	6	0	-8	7	9	-1	·	12
ABCB6 inh 2	85	100	88	95	92	94	124	96
Vif imaging	12	1	-13	13	1	12	·	7
Granule exo inh	-2	-3	18	-4	0	-4	-2	15

17. CCC(C)Cn1c(C)nc2ccccc21 (stereo not given)
18. CCN(CC)CC1(O)CCN(C(=O)c2ccc(Cl)c(Cl)c2)CC1
19. COCCn1c(SCC(=O)Nc2cc(C(C)(C)C)nn2-c2ccccc2)nc2ccccc2c1=O
20. COc1ccc(S(=O)(=O)N(C)C[C@@H]2OCc3cnnn3CCCC(=O)N([C@H](C)CO)C[C@@H]2C)cc1
21. S=C(NCC1CCCO1)NC1CCCC1 (stereo not given)
22. COc1ccc(CCN(C(=S)Nc2ccccc2)C2CC(=O)N(c3ccccc3)C2=O)cc1 (stereo not given)
23. C/C(=N\NC(=O)CSc1nnc(C)s1)c1ccc(Cl)cc1
24. Cc1ccc(S(=O)(=O)NCCC(=O)N2CCN(S(=O)(=O)c3cccc(F)c3)CC2)cc1C
entry no.	17	18	19	20	21	22	23	24
NOD2-RIPK2 inh	-11	-7	2	-5	-1	4	3	4
ABHD5-PLIN5 inh	-5	2	5	-5	5	4	0	-2
TLR9-MyD88 inh	7	4	10	1	3	5	0	15
MC4R barr agon	-2.4	-1.4	0.2	-0.3	-0.5	7.2	-3.2	-0.3
aDG glyco up	0.3	-0.1	-0.1	-0.1	-0.2	0.7	-0.2	0.0
Glyco luc inh	-1	-2	-2	-1	0	2	0	-3
MC4R antag cAMP	-9	-2	11	9	4	22	-5	-1
ABCB6 inh 2	94	98	98	99	90	98	97	93
Vif imaging	3	-1	7	1	2	10	-5	8
Granule exo inh	0	-1	0	0	2	1	-2	0

25. O=C(CCS(=O)(=O)c1ccccc1)Nc1nc2cc3c(cc2s1)OCCO3
26. CC(=O)Nc1sc2c(c1-c1nc3ccccc3s1)CCN(C(C)C)C2
27. CCN(c1ccccc1)S(=O)(=O)c1cc(NC(=O)C2CC2)ccc1Cl
28. COc1ccc(-n2nnnc2SCC(=O)NCc2cccs2)cc1
29. COc1cccc(-c2noc(CCC(=O)N3CCN(c4cc(C)ccc4C)CC3)n2)c1
30. O=C(O)CCNc1nc(C(F)(F)F)nc2ccccc12
31. O=C(CN1C(=O)c2ccccc2S1(=O)=O)NCc1c(F)cccc1F
32. Cc1c(Cl)c([N+](=O)[O-])nn1CCCC(=O)Nc1c(C)n(C)n(-c2ccccc2)c1=O
entry no.	25	26	27	28	29	30	31	32
NOD2-RIPK2 inh	-4	-7	11	0	-2	2	-5	-1
ABHD5-PLIN5 inh	0	2	-3	0	-1	1	4	-10
TLR9-MyD88 inh	3	13	-16	4	1	-9	0	2
MC4R barr agon	-0.8	1.6	0.0	-3.2	-1.4	-3.1	-1.4	-1.5
aDG glyco up	0.2	0.3	-0.1	0.2	-0.3	-0.2	-0.2	0.1
Glyco luc inh	·	-17	-1	3	1	0	3	1
MC4R antag cAMP	9	4	6	1	-5	1	6	12
ABCB6 inh 2	105	129	96	99	98	99	97	101
Vif imaging	·	11	-1	17	-6	-10	-3	7
Granule exo inh	-11	-2	-3	-6	0	1	-2	0

33. COc1ccc(C(=O)N(C)Cc2ccc(OC)c(OC)c2OC)cc1S(=O)(=O)N1CCOCC1
34. Cc1ccc(S(=O)(=O)C2(C(=O)NC3CCCCC3C)CC2)cc1 (stereo not given)
35. CC1CCN(C2=NC(=O)/C(=C/c3cn(-c4ccccc4)nc3-c3cccc(S(=O)(=O)N(C)C)c3)S2)CC1
36. Cc1cc(C)c(C(N)=O)c(Nc2ccc(F)cc2)n1
37. CC(C)N1CC(O)=C(c2ccccc2)C1=N
38. Cc1sc2ncn(CC(=O)Nc3cccc(S(N)(=O)=O)c3)c(=O)c2c1-c1ccccc1
39. CC(=O)N(Cc1cc2cc(C)c(C)cc2n2nnnc12)CC1COCCO1 (stereo not given)
40. CCc1ccc(N2Cc3ccccc3C2)cc1
entry no.	33	34	35	36	37	38	39	40
NOD2-RIPK2 inh	7	-1	-14	-8	-12	-8	-17	-8
ABHD5-PLIN5 inh	8	0	-3	-4	8	-3	0	-6
TLR9-MyD88 inh	0	6	0	-10	-2	-7	1	3
MC4R barr agon	-1.5	-0.5	-3.3	-1.4	0.1	-3.6	-1.9	-0.2
aDG glyco up	-0.1	-0.1	-0.4	-0.1	0.1	0.3	-0.5	-0.1
Glyco luc inh	0	-1	-2	1	2	1	0	-7
MC4R antag cAMP	-2	10	8	-4	7	2	0	0
ABCB6 inh 2	98	95	99	95	104	97	107	96
Vif imaging	24	3	-12	0	8	-16	-2	10
Granule exo inh	-1	-3	0	-3	1	2	-1	-8

41. C=CCOC(=O)C1=C[C@@H](c2coc3ccccc3c2=O)[C@H](CCCO)[C@@H](OCC)O1
42. O=C(O)CN1CCN(Cc2ccccc2)C1=O
43. CCN(CC(=O)NCCCn1ccnc1)S(=O)(=O)c1ccc(C)cc1
44. CN(C)S(=O)(=O)c1ccc2c(c1)C(CC(=O)O)NC2=O (stereo not given)
45. COCCNc1nc2cc(-c3ccccc3)sc2c(=O)n1C
46. CC(C)C(C(=O)Nc1sc2c(c1C#N)CCCCC2)N1C(=O)c2ccccc2C1=O (stereo not given)
47. CCCNC(=O)CCCN1C(=O)c2ccccc2Sc2ncccc21
48. CC(C)CC(NC(=O)C(NC(=O)C(Cc1ccc(OCc2ccccc2)cc1)NC(=O)OC(C)(C)C)C(C)C)C(N)=O (stereo not given)
entry no.	41	42	43	44	45	46	47	48
NOD2-RIPK2 inh	-17	1	0	-3	-14	-1	0	-3
ABHD5-PLIN5 inh	-4	9	-5	6	4	-1	7	-3
TLR9-MyD88 inh	-17	-5	-6	-1	·	-7	-11	-4
MC4R barr agon	-0.3	0.8	0.0	-1.2	0.1	3.6	1.5	-0.7
aDG glyco up	0.2	0.1	0.0	0.1	0.1	0.4	0.0	0.0
Glyco luc inh	-2	3	1	0	2	1	-1	1
MC4R antag cAMP	5	7	15	6	8	8	22	1
ABCB6 inh 2	95	105	103	100	90	96	101	100
Vif imaging	-6	12	9	-1	0	-7	7	-1
Granule exo inh	0	-2	-13	-2	4	0	7	4

# Among those listed so far, two contain a tert-butyl group.
19. COCCn1c(SCC(=O)Nc2cc(C(C)(C)C)nn2-c2ccccc2)nc2ccccc2c1=O
48. CC(C)CC(NC(=O)C(NC(=O)C(Cc1ccc(OCc2ccccc2)cc1)NC(=O)OC(C)(C)C)C(C)C)C(N)=O (stereo not given)
entry no.	19	48
NOD2-RIPK2 inh	2	-3
ABHD5-PLIN5 inh	5	-3
TLR9-MyD88 inh	10	-4
MC4R barr agon	0.2	-0.7
aDG glyco up	-0.1	0.0
Glyco luc inh	-2	1
MC4R antag cAMP	11	1
ABCB6 inh 2	98	100
Vif imaging	7	-1
Granule exo inh	0	4

# Additional structures.
49. COc1ccccc1CNc1ccc([N+](=O)[O-])cc1C
50. CCN1CCN(C(=O)C2CCN(c3nnc(C)c4c(C)n(-c5ccc(C)cc5)nc34)CC2)CC1
51. O=C(COCc1cc(-c2ccc3c(c2)OCO3)on1)N1CCCCC1
52. Cc1ccc(NC(=O)Nc2cnccn2)cc1C
53. COCCCNC(=O)/C=C/c1ccc(OCc2c(F)cccc2Cl)cc1
54. CCC(C)Sc1nc2c(c(=O)[nH]c(=O)n2C)n1CC(O)COc1ccccc1C (stereo not given)
55. CCc1ccc(NC(=O)C(=O)NNC(=O)COc2cccc(OC)c2)cc1
56. O=C(CCc1ccccc1)N/N=C/c1cccc([N+](=O)[O-])c1
entry no.	49	50	51	52	53	54	55	56
NOD2-RIPK2 inh	-6	-3	-7	-17	8	2	-2	-5
ABHD5-PLIN5 inh	-1	1	6	1	-1	-3	-2	-4
TLR9-MyD88 inh	·	1	-8	0	0	5	-12	-7
MC4R barr agon	-0.1	-1.8	-0.1	-2.4	-2.6	1.7	0.8	-1.4
aDG glyco up	0.4	0.3	0.1	0.0	0.1	1.0	0.0	0.1
Glyco luc inh	0	2	0	2	-1	2	2	0
MC4R antag cAMP	8	1	-5	-12	0	9	7	9
ABCB6 inh 2	102	99	100	97	99	85	102	154
Vif imaging	4	7	-1	22	2	-2	17	9
Granule exo inh	4	-2	5	-5	2	0	-9	-1

# One compound at a time, from the list above. Order of screens: NOD2-RIPK2 inh	ABHD5-PLIN5 inh	TLR9-MyD88 inh	MC4R barr agon	aDG glyco up	Glyco luc inh	MC4R antag cAMP	ABCB6 inh 2	Vif imaging	Granule exo inh
# Profile of `COc1ccccc1CNc1ccc([N+](=O)[O-])cc1C` = -6	-1	·	-0.1	0.4	0	8	102	4	4
# Profile of `O=C(CCc1ccccc1)N/N=C/c1cccc([N+](=O)[O-])c1` = -5	-4	-7	-1.4	0.1	0	9	154	9	-1
# Profile of `CCC(C)Sc1nc2c(c(=O)[nH]c(=O)n2C)n1CC(O)COc1ccccc1C` (stereo not given) = 2	-3	5	1.7	1.0	2	9	85	-2	0
